Screens deposited in PubChem by several laboratories.
TRAIL sens C8 = caspase-8 TRAIL sensitization; NB7+C8 cells + TRAIL, ATPlite viability luminescence; inhibition (viability loss, TRAIL sensitization), % at 10 µM; hit rate 1% among 360,000;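 active = compounds causing at least 50% loss of cell viability in the single-dose screen, relative to plate controls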
NR2E3 ag-1 = activates human photoreceptor nuclear receptor NR2E3; Q9Y5X4; GST-NR2E3/biotin-RetCOR TR-FRET, 1536-well; inhibition of corepressor binding, % at 4.78 µM; hit rate 0.12% among 320,000; AID 2300;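 active = percent inhibition above the cutoff of mean plus 3 SD of all tested compounds, set per screening campaign, cut at about 20% in these data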;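 also: 0% = DMSO wells and 100% = biotin wells as full block of FRET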
Target sequence (Q9Y5X4 whole entry, looked up): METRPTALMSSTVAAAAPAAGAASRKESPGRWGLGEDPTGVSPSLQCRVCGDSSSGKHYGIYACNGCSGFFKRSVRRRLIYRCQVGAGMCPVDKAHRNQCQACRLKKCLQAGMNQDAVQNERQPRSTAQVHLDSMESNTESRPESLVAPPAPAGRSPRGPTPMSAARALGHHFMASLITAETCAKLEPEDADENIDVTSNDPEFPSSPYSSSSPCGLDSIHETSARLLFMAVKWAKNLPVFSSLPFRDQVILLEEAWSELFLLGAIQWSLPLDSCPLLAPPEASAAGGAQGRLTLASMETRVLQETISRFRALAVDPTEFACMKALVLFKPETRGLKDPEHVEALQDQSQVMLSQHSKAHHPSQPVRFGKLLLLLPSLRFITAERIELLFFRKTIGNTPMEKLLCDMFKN
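Material – GST-tagged NR2E3 plus biotinylated RetCOR corepressor · Quantity – NR2E3 fusion 1.35 nM · Times – 5 h incubation at 4 °C · Medium – pH 7.5 Tris-based buffer · Technique – TR-FRET, Eu(K)-anti-GST donor, streptavidin-D2 acceptor, ex 340, em 617/671 nm · Benchmarks – high control biotin, low control 0.6% DMSO · Format – 1536-well plates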
Peg3 prom inh = reduces Peg3 promoter-driven luciferase expression in HeLa; HeLa PEG-Prom luciferase reporter, luminescence, overnight; inhibition, % at 20 µM; hit rate 1.7% among 360,000; AID 588405;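 active = inhibition of at least 50% at 20 µM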
iPSC survival up = hiPSC single-cell survival enhancement; AID 602274; survival enhancement, % at 20 µM; ATPlite luminescence; 100% = ROCK inhibitor wells, 0% = DMSO; hit rate 0.044% among 360,000; in the data active = survival enhancement above about 18%;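 also: cells exposed to compounds for 16 hours before the ATP read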
Shn3 3UTR inh = reduces Shn3 3'UTR luciferase signal in osteoblasts; Clone20 osteoblast Shn3 3'UTR firefly luciferase, 24 h; inhibition, % at 12.5 µM; hit rate 0.52% among 360,000; AID 588674;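 active = mean inhibition of at least 75% with every replicate also reaching 75%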;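 also: 0% = median of neutral control wells and 100% = pilot-screen positive control compound; some compounds past the cut are filed as inactive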
TRPM1 prom inh = inhibitors of MITF-driven TRPM1 promoter in melanoma cells; SK-MEL-5 TRPM1 promoter luciferase, 24 h; inhibition, % at 12.5 µM; hit rate 0.83% among 330,000;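 active = mean inhibition across replicates of 60% or more, whatever share of single replicates reaches that level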; also: values of inactives mirror those of a sister screen read the other way
KKLEB tox = reduces viability of KKLEB cystic fibrosis airway cells | activity change (cytotoxicity), % at 5 µM | hit rate 0.36% among 360,000 | KKLEB CF airway cells viability, ATPlite luminescence, overnight; hits give low values; cells stimulated with P. aeruginosa culture filtrate;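 active = corrected activity change at or below -50% at 5 µM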
CF NFkB block = blocks PAF-induced NF-kB reporter in cystic fibrosis cells; KKLEB NF-kB-GFP reporter, GFP fluorescence overnight; inhibition, % at 5 µM; hit rate 0.86% among 360,000;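 active = at least 50% inhibition at 5 µM, scaled per plate between neutral and stimulator controls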;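 also: PAF is a Pseudomonas aeruginosa culture filtrate used as stimulus; plate controls were PAF-stimulated DMSO wells for no effect and unstimulated DMSO wells for full effect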
NR2E3 ag-2 = human photoreceptor-specific nuclear receptor agonism; Q9Y5X4; CHO-S Gal4-NCOR/VP16-NR2E3 two-hybrid, luciferase; inhibition of corepressor binding, % at 3.98 µM; hit rate 0.35% among 360,000; AID 602229;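 active = inhibition above the mean of all tested compounds plus 3 SD, cut at about 70% in these data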;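 also: 0% = DMSO with NR2E3 transfected cells and 100% = cells lacking NR2E3 construct; higher means lower luciferase signal from less NR2E3 corepressor binding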
EBV LMP1 NFkB = Epstein-Barr LMP1 NF-kappaB reporter inhibition; LMP1-induced NF-kappaB luciferase reporter cells, luminescence; inhibition, % at 12.5 µM; hit rate 0.69% among 350,000; in the data active = inhibition above about 41%;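 also: 0% = neutral control wells and 100% = reference inhibitor control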
HIF-2a inh = inhibitors of HIF-2a; 786-0 RCC cells HIF-2a reporter, luciferase luminescence, overnight; inhibition, % at 18.8 µM; hit rate 0.72% among 360,000; AID 624352;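 active = inhibition of the luminescence signal of 40% or more relative to plate controls, in a single-dose primary screen at 18.75 µM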
Numbers without * were called inactive; · = no result given. An excerpt, so the mix of outcomes need not match the whole.

canonical_smiles | EBV LMP1 NFkB | TRPM1 prom inh | iPSC survival up | NR2E3 ag-2 | CF NFkB block | Peg3 prom inh | KKLEB tox | HIF-2a inh | NR2E3 ag-1 | Shn3 3UTR inh | TRAIL sens C8
O=C(COc1ccc2c3c(c(=O)oc2c1)CCC3)N[C@@H](Cc1ccccc1)C(=O)O | -5 | 18 | 1.1 | -24 | -10 | 5 | 19 | 7 | -1 | 2 | -1
CCOC(=O)Cc1csc(NS(=O)(=O)c2ccc(SC)cc2)n1 | -10 | -6 | 2.7 | 5 | 9 | 8 | -3 | 13 | 0 | -1 | -4
Cc1ccc(NC(=O)CSc2nnnn2C2CC2)cc1S(=O)(=O)N1CCOCC1 | -1 | 0 | -0.1 | -8 | -16 | 1 | 9 | 13 | · | 2 | -8
FC(F)(F)c1cccc(Cc2noc(CN3CCC(N4CCCCC4)CC3)n2)c1 | -2 | 1 | -0.2 | -12 | 5 | 12 | 4 | 14 | 0 | 5 | 7
CCn1nc(C(=O)OCC(=O)c2ccc(F)cc2)c2ccccc2c1=O | -9 | 10 | -1.3 | 14 | 5 | -14 | 12 | -1 | -4 | 11 | -11
Cc1ccc(S(=O)(=O)NNC(=O)c2ccc(O)cc2)cc1 | 13 | 9 | 0.8 | -28 | -12 | 5 | 16 | 17 | -1 | -42 | -4
COc1ccc(C(=O)Cn2cc([N+](=O)[O-])nc2C)cc1 | 1 | 6 | 0.6 | -3 | 6 | 13 | -6 | 12 | 2 | 5 | -2
CCOC(=O)c1c2c3c(cccc3[nH]c1=O)C(=O)c1ccccc1-2 | 8 | -4 | 1.1 | 16 | -15 | 6 | -19 | -21 | 3 | 30 | -1
Cn1c(N)c(C(=O)N/N=C/c2ccccc2)sc1=S | -7 | 14 | 0.0 | -7 | 0 | 16 | -3 | -30 | 0 | · | 15
Cc1ccc(S(=O)(=O)C2(S(=O)(=O)c3ccc(C)cc3)CC2)cc1 | 3 | 10 | -0.1 | -1 | -12 | 14 | -16 | 21 | 0 | 6 | -10
Clc1ccc2c(N/N=C/c3ccccc3Br)ccnc2c1 | -28 | 83* | -0.4 | -10 | -50 | 84* | -43 | -27 | 2 | 21 | 3
COc1ccccc1NC(=O)CSc1ccc2nnc(-c3ccncc3)n2n1 | -14 | · | 3.0 | -14 | -18 | 8 | -3 | 21 | 4 | 1 | 0
Nn1c(SCC(=O)NCCC2=CCCCC2)nnc1-c1cccnc1 | -2 | -3 | 0.2 | 2 | 7 | -19 | -24 | 13 | · | -10 | 19
COc1ccccc1Oc1ccccc1[N+](=O)[O-] | -4 | -54 | -0.1 | 2 | 3 | 14 | 6 | 8 | 3 | -14 | -1
COc1ccc(C(=O)Nc2cc(Cl)ccc2OC(=O)c2ccc(OC)cc2)cc1 | -16 | -58 | -3.1 | -68 | 1 | -206 | 3 | -310 | 2 | -50 | 37
COc1ccc(Cc2nnc(SCc3nc4ccccc4c(=O)[nH]3)o2)cc1 | -2 | -13 | 1.0 | 27 | -19 | 14 | 6 | 10 | 0 | -4 | -11
O=C(CNC(=O)c1ccccc1Cl)NCC(c1cccs1)N1CCOCC1 (configuration not stated) | 17 | 1 | 1.3 | 2 | 17 | -8 | 0 | 6 | -3 | 6 | 1
COc1ccc(S(=O)(=O)N2CCC3CC2c2cc(N4CCOCC4)ccc23)cc1 (configuration not stated) | -35 | 4 | -2.1 | -10 | -22 | -18 | 10 | 9 | · | 8 | -8
O=C(O)c1ccc(/C=C/c2nc3ccccc3c(=O)[nH]2)cc1 | 13 | 18 | -0.6 | 4 | -15 | 34 | 9 | 29 | 1 | -10 | 4
O=[N+]([O-])c1ccc(O)c(C=Nc2cccc3ncccc23)c1 | -3 | 14 | -2.5 | -14 | -9 | -19 | 4 | -38 | -1 | 3 | 6
Cc1ccc(OCCNC(=O)[C@H]2O[C@@H](n3ccc(N)nc3=O)[C@H](O)[C@@H]2O)cc1C | · | · | -1.9 | -4 | -5 | 4 | -1 | 9 | · | 10 | -10
C/C=C/C=C/C(=O)Nc1nccs1 | 4 | -29 | -0.2 | -45 | 11 | -93 | 4 | -41 | -1 | -43 | -9
COc1ccc(-c2nn(CCC#N)cc2C=C(C#N)C#N)cc1 | -3 | 0 | -0.3 | 4 | 8 | -29 | -11 | -8 | 2 | -1 | -7
N/C(=N\OC(=O)CCC1CCCC1)c1ccncc1 | -6 | -12 | -1.2 | -3 | 10 | -22 | -5 | -19 | 4 | -3 | -4
Cc1ccc(SCc2noc(-c3c(C)noc3C)n2)cc1 | 0 | -3 | 0.2 | -35 | 3 | -12 | -5 | -48 | 1 | · | -8
COc1ccc(NC(=O)CN(C)C(=O)C2CC(=O)N(c3ccc4c(c3)OCCO4)C2)cc1 (configuration not stated) | -2 | -1 | -0.3 | -10 | 6 | -3 | -4 | 10 | 2 | -2 | 14
O=C(NN1C(=O)C2C3C=CC(C3)C2C1=O)c1ccco1 (configuration not stated) | 8 | 5 | -1.2 | -13 | 3 | 2 | 9 | 16 | -3 | 0 | 1
COc1ccc(N(CC(=O)N2c3ccccc3CC2C)S(=O)(=O)c2c(C)noc2C)cc1 (configuration not stated) | 7 | 0 | 0.5 | 1 | 3 | 26 | 1 | 7 | 4 | 57 | 4
Cc1cc(OCC(=O)OCC(=O)N(Cc2ccccc2)C(C)(C)C)ccc1Cl | -3 | · | -1.5 | -3 | 0 | 8 | 8 | 1 | · | 3 | -15
O=C(Nc1ccccc1C(=O)NCCN1CCOCC1)c1ccco1 | 3 | -2 | 2.4 | -11 | -8 | 14 | 4 | 6 | 4 | 1 | 20
Cc1cccc(NC(=O)COC(=O)c2ccc(S(=O)(=O)N3CCCC3)cc2)c1 | -2 | -3 | 0.3 | -9 | -13 | 1 | -3 | 6 | · | -23 | -1
COc1ccc(NC(=O)CSCc2cc(=O)n3ccsc3n2)cc1 | 29 | 2 | 0.1 | 9 | 3 | 18 | -2 | 4 | 1 | 10 | 5
O=C(COC(=O)c1ccccc1Br)NC1CCCC1 | -19 | -53 | 0.0 | -33 | 0 | -194 | -2 | -77 | 4 | -41 | 0
O=C(COC(=O)Cn1nc(-c2ccccc2)oc1=O)Nc1ccc(F)cc1 | -4 | 1 | -0.2 | -22 | -16 | -1 | 3 | 10 | 1 | 6 | 0
CCOc1ccc(N(CC)S(=O)(=O)c2c(C)[nH]c(=O)[nH]c2=O)cc1 | 5 | -1 | -0.6 | 1 | 11 | 8 | -5 | 17 | -1 | -15 | -3
Cc1nc(Cl)nc(N(C)c2ccccc2)c1[N+](=O)[O-] | 0 | 2 | -0.3 | -1 | -3 | 14 | 2 | 15 | 1 | -3 | -7
Cn1c(N)c(C(=O)COC(=O)[C@@H]2CCCN2S(=O)(=O)c2ccc(Cl)cc2)c(=O)n(C)c1=O | -8 | 0 | -1.0 | -10 | 17 | 11 | -4 | 10 | -2 | -5 | -2
C=CCOC(=O)C(C#N)c1nc2ccccc2nc1N1CCN(Cc2ccc3c(c2)OCO3)CC1 (configuration not stated) | 21 | -3 | 3.2 | -9 | 1 | -1 | -15 | 23 | -2 | -4 | -4
CCOc1ccc(CCNC(=O)c2cn(C)c3ccc(S(=O)(=O)N4CCOCC4)cc3c2=O)cc1OCC | 10 | -4 | -0.3 | -6 | 12 | 8 | -9 | 9 | 0 | -9 | 13
CCCOC(=O)CN1C(=O)c2ccc(C(=O)OCCC)cc2C1=O | 3 | 10 | -0.8 | 8 | -4 | -3 | -3 | 8 | 2 | 2 | -12
CCN1CCN(C(=O)c2ccc(CS(=O)(=O)Cc3ccccc3F)o2)CC1 | 7 | 1 | -1.3 | -17 | -2 | 10 | -1 | 22 | 0 | -12 | 5
CCOC(=O)N1CCN(C(=O)c2cc(COc3c(F)cccc3F)on2)CC1 | -48 | -67 | -0.2 | -116 | -19 | -348 | -18 | -238 | 6 | -107 | 10
Cc1ccc(C(c2c(C)[nH][nH]c2=O)c2c(C)[nH][nH]c2=O)cc1[N+](=O)[O-] | -1 | 0 | -1.2 | -11 | 12 | 11 | -3 | 2 | -3 | 7 | -3
Cc1cccnc1NC(=O)Nc1cccc2ccccc12 | 2 | -10 | 2.9 | 12 | -14 | -35 | 5 | -26 | -2 | -25 | 4
CS(=O)(=O)N(Cc1nnc(-c2cccs2)o1)c1ccc(Cl)cc1F | -3 | 0 | -2.0 | -7 | -7 | 11 | 5 | 13 | 0 | -5 | 10
COc1ccc(OC)c(S(=O)(=O)n2ccc(C)n2)c1 | 3 | 14 | -0.9 | -36 | -7 | 6 | 1 | 18 | -2 | 11 | -4
CCCN(C(=O)C(NC(=O)c1ccccc1)C(C)C)c1c(N)n(Cc2ccccc2)c(=O)[nH]c1=O (configuration not stated) | -1 | 4 | 0.2 | -3 | 24 | 13 | -11 | 1 | 6 | -4 | -12
Cc1cccc(NC(=S)NC2CC3CCCC(C2)N3CC(C)C)c1 (configuration not stated) | 2 | 6 | -3.9 | -5 | 4 | 4 | -2 | 4 | -3 | 7 | 1
NS(=O)(=O)c1ccc(CCNS(=O)(=O)c2cccc(C(=O)O)c2)cc1 | 2 | 0 | -0.5 | 3 | -2 | 0 | 7 | 18 | 1 | -8 | -7
Cc1cccc(C(=O)N[C@H](C(=O)Nc2ccc(S(=O)(=O)NC3=NCCCCC3)cc2)C(C)C)c1 | 1 | 5 | -0.7 | -12 | 8 | -4 | 4 | 17 | 0 | 10 | -2

Later entries
canonical_smiles | EBV LMP1 NFkB | TRPM1 prom inh | iPSC survival up | NR2E3 ag-2 | CF NFkB block | Peg3 prom inh | KKLEB tox | HIF-2a inh | NR2E3 ag-1 | Shn3 3UTR inh | TRAIL sens C8
CCN(CC(=O)Nc1c(F)cccc1F)C(=O)c1cccc(S(=O)(=O)N2CCN(c3ccccc3)CC2)c1 | 11 | 10 | 0.1 | 41 | -11 | 13 | 16 | 18 | 0 | 45 | 25
CC(C)c1cc(CNC(=O)CCc2nnc(CCCc3ccccc3)o2)on1 | -14 | -52 | -1.7 | -21 | 0 | -123 | -5 | -193 | 4 | -94 | -6
O=c1[nH]cc(NCCNc2ncc(C(F)(F)F)cc2Cl)c(=O)[nH]1 | -8 | -6 | 0.4 | 7 | -1 | -17 | 3 | -8 | 1 | -6 | -5
COCCNC(=O)c1cccc(OC2CCN(C(C)COc3ccccc3)CC2)c1 (configuration not stated) | 1 | 5 | -0.4 | 20 | 6 | -18 | -8 | -2 | 0 | 10 | -1
Cc1ccc2cc3c(NC(=O)c4ccco4)nn(C)c3nc2c1 | -14 | 15 | -2.4 | -17 | -11 | 1 | 0 | -9 | -5 | -14 | 16
Cc1cccc(C(=O)N(Cc2ccco2)c2c(N)n(Cc3ccccc3)c(=O)[nH]c2=O)c1 | 68* | 5 | -0.9 | -18 | 21 | -2 | 2 | 2 | 5 | 20 | -8
